# Screening results deposited in PubChem by several laboratories.
# IL1B NFkB pot = enhances IL-1B driven NFkB nuclear translocation | hit rate 0.3% among 94,000 | HUVEC IL-1B NFkB p65 nuclear translocation imaging | activation, % at 2 µM | AID 819;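 active means activation above 40%, about the mean plus 3 SD, also judged a hit on visual image review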;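 further: percent activation is computed from the nuclear over cytoplasmic p65 intensity ratio; values of inactives mirror those of a sister screen read the other way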
# MRP reversal = reverses drug resistance mediated by MRP; hit rate 0.04% among 85,000; differential viability (reversal), % at 10 µM; H69AR cells + 2 uM doxorubicin, CellTiter-Glo, 72 h;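 active means viability drop by adding the cancer drug above about 55%, with treated viability meeting a 40% cutoff, limit read from the data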;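 further: viability without doxorubicin minus viability with 2 µM doxorubicin for each compound; larger differential means the compound sensitizes cells more to doxorubicin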
# IL1B NFkB inh = blocks IL-1B driven NFkB nuclear translocation in HUVEC cells; hit rate 0.43% among 94,000; inhibition, % at 2 µM; HUVEC IL-1B NFkB p65 nuclear translocation imaging;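 active means inhibition above about 30% together with a positive call from visual inspection of the well image, limit read from the data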;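 further: nuclear over cytoplasmic p65 intensity ratio measured by imaging; 0% = IL-1B stimulated DMSO wells and 100% = unstimulated DMSO wells; values of inactives mirror those of a sister screen read the other way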
# Bcl-B displacement = displacers of TR3 peptide from Bcl-B, primary screen, selectivity assay for Bfl-1 inhibitor project, biochemical, fluorescence polarization; hit rate 0.11% among 96,000; AID 748; one-dose displacement, % at 20 µM; IC50 in µM for titrated hits; FP displacement of FITC-TR3 peptide from Bcl-B; higher % means a stronger effect;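 active means displacement above 50% at 20 µM plus a fluorescence interference ratio under 1.5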;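 further: plate controls were wells without compound for no effect and wells lacking Bcl-B protein for full effect; a part of the inactive calls stands beside numbers as strong as those of hits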
# PLAP inhibitors HTS = inhibition of human placental alkaline phosphatase – biochemical, luminescence, HTS (AID 690); purified PLAP, luminescent substrate; higher % means a stronger effect; inhibition, % at 20 µM, or IC50 in µM where a hit was titrated; hit rate 0.08% among 96,000; in the data active means a potency from the dose series; inactive means the rest, 99 in 100 with inhibition below about 30%; further: strong numbers were not always called active
# MRP reversal cytotoxicity = second read-out of MRP reversal, no call of its own (marks repeat the call); viability, %; H69AR cells, CellTiter-Glo, 72 h; measured here: cytotoxicity without doxorubicin
# MRP reversal with doxorubicin = recorded beside MRP reversal, whose call it bears; viability, %; measured here: viability with 2 uM doxorubicin; hits give low values
# IL1B NFkB inh cell count 2 µM = recorded beside IL1B NFkB inh, whose call it bears; cell count; measured here: cells passing quality filter;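 raw number of nuclei counted in each imaged well without normalization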
# IL1B NFkB pot cell count 2 µM = further read-out of IL1B NFkB pot, marked with its call; cell count; measured here: cells passing quality filter
# * marks the source's active call; other numbers are inactive results; x = not tested or not shown. Not all compounds are listed (hit frequency here may not be typical).
SMILES,IL1B NFkB pot,IL1B NFkB pot cell count 2 µM,MRP reversal,MRP reversal cytotoxicity,MRP reversal with doxorubicin,IL1B NFkB inh,IL1B NFkB inh cell count 2 µM,Bcl-B displacement,PLAP inhibitors HTS
CC(C)CC(=O)Nc1ccccc1Oc1ccccc1,-3,148,-1,83,84,3,148,7%,18%
O=C(CSc1ncnc2ccccc12)Nc1ccc2c(c1)OCO2,x,x,-12,54,66,x,x,0%,36%
c1ccc(N2CCN(c3nnc(Cc4cccnc4)c4ccccc34)CC2)nc1,0,138,-2,74,76,0,138,0%,-29%
Cc1nnc(C)n1/N=C/c1cccn1C,11,96,14,93,80,-11,96,-3%,12%
COC(=O)c1c(-c2cccc3ccccc23)csc1NC(=O)Cc1ccc(OC)c(OC)c1,5,182,x,x,x,-5,182,56%,-58%
c1ccc(OCc2nn3c(Cn4nnc5ccccc54)nnc3s2)cc1,x,x,8,86,79,x,x,3%,4%
COCCn1nnnc1C(c1cccc(OC)c1OC)N1CCN(C2CCCCC2)CC1 (configuration not stated),-10,143,6,91,85,10,143,-3%,-68%
Cc1nc(N2CCN(C)CC2)c2sc(=S)n(C)c2n1,-15,175,4,78,74,15,175,-5%,-7%
C=CCn1cc(/C=N\NC(=O)c2cc3c(ccc4ccccc43)o2)c2ccccc21,0,154,x,x,x,0,154,-4%,-11%
Cc1c(Cl)cccc1NC(=O)CN1CCN(CCO)CC1,1,102,13,98,86,-1,102,x,x
CCSc1nnc(N)s1,4,125,7,99,93,-4,125,-7%,6%
c1ccc2c(c1)nc(Nc1ccc3c(c1)OCO3)c1nnnn12,x,x,-8,56,64,x,x,9%,30%
CCOC(=O)CN(c1cccc(C(C)=O)c1)S(C)(=O)=O,26,45,-7,90,97,-26,45,0%,-3%
COc1ccc(OCc2nnc(SC3CCOC3=O)n2-c2ccccc2)cc1 (configuration not stated),16,156,-1,91,91,-16,156,0%,-18%
C=CCN(CC(=O)NCc1ccccc1)C(=O)c1csnn1,5,104,9,91,81,-5,104,3%,-10%
CC(C)OC(=O)c1c(F)c(F)c(N2CCOCC2)c(F)c1F,x,x,12,113,101,x,x,2%,12%
CCOC(=O)c1nn(-c2c(C)n(C)n(-c3ccccc3)c2=O)cc1O,-2,118,13,108,96,2,118,-4%,-5%
CC(C)n1cc(/C=C2/SC(=O)N(CC(=O)N3CCCC3)C2=O)c2ccccc21,-4,164,x,x,x,4,164,-11%,-25%
CCOc1ccccc1Oc1cn[nH]c1-c1ccc(OC)cc1O,-1,126,-15,16,32,1,126,-7%,-178%
CCc1ccc(NC(=O)COn2nnc3ccc(S(=O)(=O)N(C)C)cc32)cc1,25,171,x,x,x,-25,171,4%,-70%
CCOc1ccc(S(=O)(=O)N2CCN(S(=O)(=O)c3ccc(OCC)cc3)C(C)C2)cc1 (configuration not stated),x,x,-13,49,63,x,x,5%,20%
CS(=O)(=O)N1CCC(C(=O)NCCc2ccccc2)CC1,25,125,6,83,77,-25,125,-6%,-11%
CCC(=O)Nc1ccc(S(=O)(=O)NCc2ccco2)cc1,-2,123,6,94,88,2,123,-12%,21%
CCOC(=O)N1CCN(c2c(NCc3ccc(Cl)cc3)c(=O)c2=O)CC1,16,170,-23,41,64,-16,170,2%,12%
C=CCSc1ncccc1C(=O)NCc1ccc(C)cc1,6,142,0,92,92,-6,142,-7%,-5%
CCc1nc(SCc2ccc(C(=O)OC)o2)c2c(=O)n(C)c(=O)n(C)c2n1,1,184,-11,60,71,-1,184,x,x
COC(=O)C1=C(C)N(C)C(=O)/C1=C\c1ccco1,x,x,x,x,x,x,x,0%,2%
Cc1onc(-c2ccccc2Cl)c1C(=O)NCc1cccs1,37,155,-19,69,88,-37,155,6%,1%
O=S(=O)(Cc1ccc(Cl)cc1)Nc1ccc2c(c1)OCO2,5,152,-14,97,111,-5,152,-5%,19%
O=[N+]([O-])c1ccc([C@H](O)[C@H](CO)N=Cc2ccccc2O)cc1,3,172,7,104,98,-3,172,-3%,-8%
COc1ccc(N(C)S(=O)(=O)c2cccc(C(=O)Nc3ccc(-n4cnnn4)cc3)c2)cc1,14,134,-22,46,67,-14,134,0%,-3%
CCN(C(=O)Cc1ccc(Br)cc1)C1CCCCC1,2,162,2,95,92,-2,162,1%,3%
CCCCOc1ccc(N2C(=O)CC(NCCc3ccc(S(N)(=O)=O)cc3)C2=O)cc1 (configuration not stated),17,169,1,89,88,-17,169,-7%,-106%
COc1ccc(CCNc2oc(COc3ccc(F)cc3)nc2C#N)cc1,-7,153,8,100,92,7,153,3%,20%
COC(=O)C1=CN(C(C)C)C=C(C(=O)OC)C1c1cc2c(cc1Br)OCO2,-3,164,8,84,76,3,164,0%,11%
Cc1ccc(-c2n[nH]c(=S)n2/N=C/c2cc3c(cc2[N+](=O)[O-])OCO3)cc1,5,197,x,x,x,-5,197,8%,0%
CCN(CC)S(=O)(=O)c1ccc(NC(=O)CN(c2cccc(F)c2)S(C)(=O)=O)cc1,12,146,-2,76,78,-12,146,2%,-49%
Cc1ccc(-c2[nH]c(=O)n3ccncc23)s1,27,107,5,77,72,-27,107,47%,x
COc1ccc(OCC(O)COc2ccc(C(=O)O)cc2)cc1 (configuration not stated),12,98,1,89,88,-12,98,-1%,-3%
CCOC(=O)c1[nH]c2ccc(OCC)cc2c1NC(=O)CN1CCC2(CC1)OCCO2,3,189,-10,71,81,-3,189,-2%,-52%
O=C(Nc1nc2n(n1)C(c1ccccc1)CC(c1ccc(Cl)cc1)N2)c1ccco1 (configuration not stated),4,171,-2,87,89,-4,171,-9%,-79%
CCOc1ccc(NC(=O)Nc2cc(C)ccc2F)cc1,5,86,-1,90,91,-5,86,14%,34%
CC(c1ccco1)N(C(=O)C12CC3CC(CC(C)(C3)C1)C2)c1ccccn1 (configuration not stated),-1,146,34,93,59,1,146,-3%,-61%
COC(=O)COc1ccc(C(=O)OC)cc1,15,147,-8,95,103,-14,147,-5%,6%
CC1(C)NC(=O)N(CC(=O)O)C1=O,5,209,x,x,x,-5,209,-2%,17%
Cc1ccc(CNC(=O)CCNC(=O)Cn2ccc3ccccc3c2=O)cc1,-10,178,x,x,x,10,178,-1%,23%
Cc1ccc(N2C(=O)c3oc4ccccc4c(=O)c3C2c2cccc(O)c2)nc1 (configuration not stated),7,46,12,114,102,-7,46,x,x
CCN(C(=O)COC(=O)c1cc2ccccc2cc1O)C1CCS(=O)(=O)C1 (configuration not stated),1,168,18,99,82,-1,168,-5%,9%
COc1ccc(C(=O)NCc2cccnc2)cc1S(=O)(=O)N1CCOCC1,4,116,10,91,81,-4,116,-6%,13%
CCN(CC)CCn1c2ccccc2c2nc(C)sc21,4,122,10,102,92,-4,122,5%,-62%
O=C(Cn1c(NCCO)nc2ccccc21)NCCc1ccc(F)cc1,0,160,-4,95,100,0,160,-6%,-11%
COC(=O)c1ccccc1NC(=O)Cn1cc(Br)cn1,24,165,-4,87,92,-24,165,0%,15%
O=c1cc(N2CCC3(CC2)OCCO3)[nH]c(=O)n1-c1ccc(Br)cc1,9,122,3,73,70,-10,122,x,x
O=C(Cn1c(NCCO)nc2ccccc21)c1ccco1,18,168,6,100,94,-18,168,4%,-1%
CCN(CC)S(=O)(=O)c1cccc(NC(=O)COC(=O)c2cc(C)oc2C)c1,3,168,x,x,x,-3,168,-6%,10%
CCS(=O)(=O)N1CCC(C(=O)NCCCN2CCC(Cc3ccccc3)CC2)CC1,4,129,5,95,90,-4,129,-20%,-45%
O=C(O/N=C\c1ccc(N2CCOCC2)c([N+](=O)[O-])c1)c1ccccc1Cl,-1,156,x,x,x,1,156,-2%,-13%
CC(C)n1c(-c2ccc(N(C)C)cc2)nc2ccccc21,4,206,7,93,86,-4,206,-4%,x
COc1ccc(OCc2nnnn2-c2ccccc2)cc1,-4,58,x,x,x,4,58,2%,16%
O=C1CCCC2=C1C(c1ccccc1O)C1=C(CCCC1=O)O2,9,195,-8,73,81,-9,195,1%,-4%

# A second format for 14 compounds above.
smiles | IL1B NFkB pot | IL1B NFkB pot cell count 2 µM | MRP reversal | MRP reversal cytotoxicity | MRP reversal with doxorubicin | IL1B NFkB inh | IL1B NFkB inh cell count 2 µM | Bcl-B displacement | PLAP inhibitors HTS
Cc1ccc(N2C(=O)c3oc4ccccc4c(=O)c3C2c2cccc(O)c2)nc1 (configuration not stated) | 7 | 46 | 12 | 114 | 102 | -7 | 46 | x | x
CCN(C(=O)COC(=O)c1cc2ccccc2cc1O)C1CCS(=O)(=O)C1 (configuration not stated) | 1 | 168 | 18 | 99 | 82 | -1 | 168 | -5% | 9%
COc1ccc(C(=O)NCc2cccnc2)cc1S(=O)(=O)N1CCOCC1 | 4 | 116 | 10 | 91 | 81 | -4 | 116 | -6% | 13%
CCN(CC)CCn1c2ccccc2c2nc(C)sc21 | 4 | 122 | 10 | 102 | 92 | -4 | 122 | 5% | -62%
O=C(Cn1c(NCCO)nc2ccccc21)NCCc1ccc(F)cc1 | 0 | 160 | -4 | 95 | 100 | 0 | 160 | -6% | -11%
COC(=O)c1ccccc1NC(=O)Cn1cc(Br)cn1 | 24 | 165 | -4 | 87 | 92 | -24 | 165 | 0% | 15%
O=c1cc(N2CCC3(CC2)OCCO3)[nH]c(=O)n1-c1ccc(Br)cc1 | 9 | 122 | 3 | 73 | 70 | -10 | 122 | x | x
O=C(Cn1c(NCCO)nc2ccccc21)c1ccco1 | 18 | 168 | 6 | 100 | 94 | -18 | 168 | 4% | -1%
CCN(CC)S(=O)(=O)c1cccc(NC(=O)COC(=O)c2cc(C)oc2C)c1 | 3 | 168 | x | x | x | -3 | 168 | -6% | 10%
CCS(=O)(=O)N1CCC(C(=O)NCCCN2CCC(Cc3ccccc3)CC2)CC1 | 4 | 129 | 5 | 95 | 90 | -4 | 129 | -20% | -45%
O=C(O/N=C\c1ccc(N2CCOCC2)c([N+](=O)[O-])c1)c1ccccc1Cl | -1 | 156 | x | x | x | 1 | 156 | -2% | -13%
CC(C)n1c(-c2ccc(N(C)C)cc2)nc2ccccc21 | 4 | 206 | 7 | 93 | 86 | -4 | 206 | -4% | x
COc1ccc(OCc2nnnn2-c2ccccc2)cc1 | -4 | 58 | x | x | x | 4 | 58 | 2% | 16%
O=C1CCCC2=C1C(c1ccccc1O)C1=C(CCCC1=O)O2 | 9 | 195 | -8 | 73 | 81 | -9 | 195 | 1% | -4%

# Next part
SMILES,IL1B NFkB pot,IL1B NFkB pot cell count 2 µM,MRP reversal,MRP reversal cytotoxicity,MRP reversal with doxorubicin,IL1B NFkB inh,IL1B NFkB inh cell count 2 µM,Bcl-B displacement,PLAP inhibitors HTS
COC(=O)C1=C(C)N(C2CCCC2)C(=O)C1(NC(C)=O)C(F)(F)F (configuration not stated),4,141,10,111,101,-4,141,4%,-18%
COc1ccc(Nc2nnc(Cc3ccc(Cl)cc3)c(=O)[nH]2)c(OC)c1,x,x,2,104,101,x,x,-2%,-46%
CCOC(=O)C(=CNc1ccccc1C)C(=O)OCC,-16,136,x,x,x,16,136,-2%,7%
O=C(NCc1ccccc1)NC1(C(=O)N2CCN(c3ccccc3)CC2)CCCCC1,-4,185,10,85,74,4,185,-1%,-28%
Cc1nc(-c2ccccc2)sc1C(=O)CSc1ccc(F)cc1,-36,136,x,x,x,36*,136*,-5%,-16%
Cc1c(-n2cc(C(=O)O)c(=O)c3cc(F)c(N4CCCC4)c(F)c32)c(=O)n(-c2ccccc2)n1C,x,x,15,90,75,x,x,-6%,-3%
Cc1cc(C(=O)COC(=O)CCCN2C(=O)c3ccccc3C2=O)c(C)n1C,8,148,2,104,102,-8,148,0%,-23%
COc1ccc(/C=N/NC(=O)c2ccc3ccccc3c2)cc1OS(=O)(=O)c1ccc(NC(C)=O)cc1,-8,96,x,x,x,8,96,4%,-13%
C=CCn1c(SCc2nc3ccccc3nc2C)nnc1-c1ccoc1C,2,90,4,89,85,-2,90,-13%,-22%
